All columns: NCI-60 one-dose screen, growth in % after 48 h at 10 µM unless noted; 100 = growth as untreated, 0 = no growth, -100 = all killed.
CCRF-CEM: CCRF-CEM leukemia; hit rate 7% among 77,000
RPMI-8226: RPMI-8226 leukemia cells. hit rate 7.5% among 77,000. AID 1794781
HOP-92: HOP-92 NSCLC cells. hit rate 6.3% among 71,000. AID 1794738
MOLT-4: MOLT-4 leukemia cells | hit rate 6.9% among 80,000
K-562: K-562 leukemia | AID 1794777 | hit rate 7.4% among 78,000
EKVX: EKVX NSCLC; hit rate 3% among 71,000
SR: SR leukemia cells; hit rate 8.7% among 73,000
HOP-62: HOP-62 NSCLC; hit rate 3.9% among 80,000
* marks the source's active call; other numbers are inactive results; / = not tested or not shown; & = joins results of further samples. The calls were made as follows: active = growth percent below 10; inactive = the rest.

SMILES	CCRF-CEM	RPMI-8226	HOP-92	MOLT-4	K-562	EKVX	SR	HOP-62
C=CCOC(=O)Oc1c(Cl)c(Cl)c(OC(=O)OCC=C)c(Cl)c1Cl	118.6	104.8	103.0	113.1	121.5	94.5	117.9	110.4
CN1C(=O)CC(c2ccccc2)C1=O (stereo unspecified)	113.5	98.4	/	93.6	108.5	95.5	100.8	106.9
O=C(Cc1ccccc1)NCCCN(CCc1ccccc1)CCc1ccccc1	101.6	95.4	64.0	96.6	90.2	94.7	100.7	85.5
Cc1cc(C)n([C@H]2CC(=O)O[C@@H]2COC(=O)c2ccccc2)n1	102.5	107.8	83.7	106.7	107.5	99.4	98.3	107.1
Cc1ccc(Nc2c(C(N)=O)cnc3ccc(-c4csc(N)n4)cc23)cc1	103.6	100.2	90.2	95.3	113.3	/	94.8	96.4
COc1ccc(-c2nc3n[nH]c(-c4ccc(OC)cc4)c3c(-c3ccc(C(F)(F)F)cc3)c2C#N)cc1	62.9	65.7	57.3	53.5	52.3	46.6	66.3	65.8
CCOC(=O)/C(C#N)=C1/C=CCCC1	93.8	92.7	89.7	84.3	97.5	122.3	78.7	90.9
Brc1ccc(CSc2ncnc3nc[nH]c23)cc1	93.8	99.3	112.6	96.3	98.1	91.6	86.5	101.0
C[C@H](c1c(F)cccc1F)n1nnc(C(N)=O)c1C(N)=O	96.9	102.4	95.3	102.9	104.3	96.1	112.7	93.0
CC(=O)Nc1cccc(NC(C)=O)n1	90.3	/	/	111.4	96.6	104.0	122.5	101.0
CC(=O)c1cc2c(C)cc(=O)oc2cc1OCCN1CCOCC1	38.9	97.8	77.8	125.6	88.4	103.6	/	101.8
COc1ccc2cc(-c3nnc(C)c4nn(-c5ccc(Cl)cc5)cc34)ccc2c1	101.1	103.5	104.5	79.0	/	96.5	77.9	79.7
CC(=O)N1c2c(C(=O)N3CCCCC3)cnn2CC1c1ccccc1 (stereo unspecified)	99.5	104.8	109.2	108.5	100.3	109.7	103.0	101.6
COc1ccc(-n2nc3c(c(C#N)c2=O)CC(c2ccc(Cl)cc2)C([N+](=O)[O-])=C3O)cc1 (stereo unspecified)	97.8	90.7	96.1	85.6	/	97.8	/	94.8
COc1cc(-c2nn(-c3cccc(NC(=O)NCCNC(=O)c4ccccc4)c3)cc2-c2ccncc2)ccc1Cl	7.7*	5.1*	-0.7*	4.7*	5.3*	34.2	5.6*	26.4
OC1CCN(CCCOc2c3ccc(Cl)cc3nc3c2oc2ccccc23)CC1	2.2*	-15.1*	-4.0*	-21.5*	-7.3*	-43.4*	-38.5*	12.5
S=c1[nH]nc(Nc2cccnc2)n1-c1cccnc1	117.0	114.7	125.8	100.7	102.0	98.8	97.3	93.9
COc1cc(/C=C/C(=O)c2ccc(NC(=O)CSc3nnc(-c4c[nH]c5ccccc45)n3-c3ccccc3)cc2)cc(OC)c1OC	60.5	6.6*	104.7	41.5	28.6	90.6	35.3	101.0
CN[C@@H]1[C@@H](O[C@H]2O[C@H](CO)[C@@H](N)[C@H](O)[C@H]2O)O[C@H]2C[C@@H](N)[C@H](O[C@H]3[C@H](O)[C@@H](O)[C@H](N)C[C@@H]3N)O[C@@H]2[C@@H]1O	104.5	104.2	102.1	109.4	104.4	107.0	110.3	109.7
NS(=O)(=O)c1nnc(Nc2nc3ccccc3s2)s1	101.1	101.7	82.1	99.8	92.7	103.5	99.1	102.2
N#Cc1nc(-c2ccccc2)oc1N1CCN(c2ccccc2)CC1	91.5	104.0	102.1	110.7	109.5	101.2	102.6	108.5
CSc1nnc2c(=O)[nH]c(=O)n(C)c2n1	156.3	105.5	/	112.5	131.3	93.3	/	106.3
Cc1cc2c(C(=O)NCC#N)cccc2n1-c1nc2c(c(NCc3ccccc3)n1)CCCC2	7.4*	5.0*	-63.4*	-15.6*	1.3*	-18.8*	4.2*	-16.9*
COc1ccc(C2=NOC(CC(=O)N3CCNCC3)C2)cc1OC1CCCC1 (stereo unspecified)	134.5	108.4	102.8	114.3	114.4	95.4	127.6	103.8
Nc1nc(SCc2ccc([N+](=O)[O-])cc2)c2[nH]cnc2n1	99.8	81.4	79.2	87.9	113.7	118.7	90.2	102.8
NS(=O)(=O)c1ccc(Nc2nc3n[nH]c(Nc4cccc(Cl)c4)c3c(=O)[nH]2)cc1	99.8	101.4	/	91.5	94.6	98.7	61.5	91.2
N#Cc1c(-c2ccccc2)nc(SCC(=O)Nc2ccc(Cl)cc2)[nH]c1=O	99.9	103.6	93.7	129.8	123.0	109.7	118.2	68.7
COc1cc(NCC(=O)Nc2cc(Nc3cccc(Cl)c3)ncn2)c(Cl)c(OC)c1Cl	107.3	109.3	107.9	86.8	97.7	85.4	66.6	90.2
O=C1C=CC(=O)N1c1cccc([N+](=O)[O-])c1	78.1	107.6	107.6	98.0	78.4	113.6	95.6	105.1
CCCCCCC1(C)OCC(C)(C)CO1	/	100.0	86.8	100.6	103.5	/	85.7	103.0
O=C(Nc1ccc(Br)cc1)Nc1cccc(Cl)c1	86.7	63.8	81.4	77.5	76.0	/	51.9	109.9
NC1=NC(c2ccc(Cl)cc2)c2c(n[nH]c2N)N1 (stereo unspecified)	90.0	92.1	74.3	/	/	102.3	/	101.5
O=C(CSc1nc(-c2ccc(Cl)cc2)cn1-c1ccc(Cl)cc1)c1ccc(-c2ccccc2)cc1	94.2	102.1	81.3	89.7	75.1	88.9	64.4	82.0
COc1ccc2c(c1)CC/C(=C\c1cccnc1)C2=O	102.2	85.4	89.4	89.2	/	93.0	60.8	95.8
CN(C)CCn1c(=O)c2ccccc2n2nc3ccccc3c12	81.8	101.0	99.6	29.9	86.5	94.1	46.8	90.9
Cc1ccc(C(=O)c2ccc(CC(=O)N=Nc3c(O)[nH]c4ccc(OC(F)(F)F)cc34)n2C)cc1	99.1	102.3	115.6	89.4	92.5	75.5	102.4	93.3
COc1ccc(Cc2nnc(SCC(=O)Nc3ccc(C)cc3)n2-c2ccc(C)cc2)cc1	92.8	90.2	82.5	61.5	73.7	/	87.3	98.8
O=C(NNC(=O)c1ccc(OCc2nc3ccc(Cl)cc3[nH]2)cc1)Nc1ccc(Cl)c(C(F)(F)F)c1	48.9	35.9	-1.6*	60.6	39.1	69.6	50.3	68.4
CCOC(=O)c1cnc2ccc(OC)cc2c1Nc1cccc(S(N)(=O)=O)c1	109.7	104.9	117.9	99.7	94.3	108.9	113.2	113.8
Nc1c(C(=O)Nc2ccccc2)oc2ncc(Cl)cc12	/	90.5	60.8	86.9	83.7	/	62.0	105.0
Cc1ccc(SC2c3ccc(C)cc3Oc3nc(N)c(C#N)c(N)c32)cc1 (stereo unspecified)	7.8*	12.8	66.6	7.3*	4.3*	59.8	-11.8*	89.8
O=C(CN1C(=O)/C(=C\c2ccccc2)SC1=S)Nc1ncc(Cc2ccccc2)s1	102.7	102.9	100.2	105.3	105.7	96.9	117.3	101.1
Cc1ccc2c(ccc3ccccc32)n1	125.6&105.1	107.8&101.5	112.4&94.3	96.4&128.9	110.3&102.8	92.5&86.4	104.8&118.6	97.6&114.1
C[C@H]1COc2c(N3CCN(C)CC3)c(F)cc3c(=O)c(C(=O)NO)cn1c23	/	95.6	103.6	101.6	103.6	93.8	95.5	96.8
c1ccc2cc(C[n+]3ccn(CCCCn4cc[n+](Cc5ccc6ccccc6c5)c4)c3)ccc2c1	89.6	76.2	68.4	89.8	32.5	58.1	95.4	54.8
CC(=O)Oc1ccc(OCc2ccccc2)c(OCc2ccccc2)c1	49.5	83.8	98.1	74.2	100.4	/	91.4	96.5
CC1(C)OC(=O)N(CO)C1=O	99.8	108.8	103.9	95.0	97.7	/	99.0	96.9
COc1ccc(/C=N/NC(=O)c2cnn3c2NC(c2ccccc2)C3)cc1OC1CCCC1 (stereo unspecified)	90.7	79.0	94.0	69.1	70.4	/	47.2	87.9
CC(=O)/C(=C\c1ccc(Cl)cc1)c1ccccc1	11.1	19.0	-0.7*	11.9	9.0*	32.9	6.0*	32.0
N#Cc1cnn(C(=O)c2ccccc2Br)c1NC(=O)c1cc(Cl)ccc1Cl	111.1	99.7	106.2	92.4	96.9	101.1	70.3	101.6

(continued)
SMILES	CCRF-CEM	RPMI-8226	HOP-92	MOLT-4	K-562	EKVX	SR	HOP-62
Nc1ncnc2c1N=C(c1ccc3c(c1)OCO3)CC(c1cccc(Nc3ccnc4cc(Cl)ccc34)c1)N2 (stereo unspecified)	21.5	-24.0*	26.6	52.7	2.1*	62.2	3.0*	64.0
O=c1oc2ccccc2c(Cl)c1Cl	18.9	40.6	97.4	37.5	37.2	105.8	/	83.3
O=Cc1c[nH]c2ccc(-c3csc4ccccc34)cc12	/	27.8	55.9	15.7	8.2*	55.9	6.9*	42.8
O=[N+]([O-])c1cccc(/C=N/Nc2nc(N/N=C/c3cccc([N+](=O)[O-])c3)nc(N3CCCCC3)n2)c1	34.9	30.7	79.1	42.8	32.4	65.1	46.7	58.5
Cc1nn(-c2ccc(Cl)cc2)c2nc(CN3CCN(c4cc5c(cc4F)c(=O)c(C(=O)O)cn5C4CC4)CC3)[nH]c(=O)c12	61.8	65.8	48.7	79.3	47.2	69.2	51.5	67.6
N/N=C/c1cn(-c2ccc(C(=O)O)cc2)nc1-c1ccccc1	107.4	109.1	104.4	92.8	97.0	84.6	91.5	85.1
CC1(COc2ccc3ncc(C#Cc4cncc(C(=O)NCCn5ccnc5)c4)n3n2)COC1	96.1	86.1	68.4	60.0	23.4	98.7	91.4	96.2
O=C(NCCNc1nccc(-c2c(-c3ccc(F)cc3)nc3sccn23)n1)c1cccc(C(F)(F)F)c1	40.6	33.1	/	68.0	57.5	97.1	81.8	85.7
COC(=O)CC(=O)c1ccc(C)cc1	/	96.0	85.4	100.7	101.7	/	99.6	99.2
Cc1ccc(C(=O)C[n+]2ccn(CCC(=O)Nc3cccc4cccnc34)c2)cc1	97.2	83.4	/	/	/	90.1	/	110.4
CCCCC(CC)(CO)CCC (stereo unspecified)	90.4	96.4	83.2	107.7	95.8	/	/	118.4
Cc1cc2c(C(C)C)c(O)c(O)c(C=NCCCCCC(=O)NCc3ccccc3)c2c(O)c1-c1c(C)cc2c(C(C)C)c(O)c(O)c(C=NCCCCCC(=O)NCc3ccccc3)c2c1O	35.1	37.5	26.1	29.8	29.0	44.1	/	66.6
CCOC(=O)C(C(=O)OCC)C(=O)c1cccc2c1ccc1ccccc12	102.4	106.7	/	105.5	93.7	104.7	109.7	103.5
Cc1c(C(=O)NCCN2CCOCC2)cn2ncnc(Oc3ccc(NC(=O)NC4CC4)c(F)c3)c12	105.6	/	95.6	101.2	99.4	106.7	92.1	98.6
O=C(CSc1nc2ccccc2c(=O)n1-c1ccccc1)Nc1ccc(-c2nc3ccc([N+](=O)[O-])cc3[nH]2)cc1	22.1	67.2	99.1	20.4	42.7	93.5	20.9	99.1
CCOC(=O)C1=C(C)NC(SCc2nnc(-c3ccc(Cl)cc3)o2)=NC1c1ccc(Cl)cc1 (stereo unspecified)	39.7	35.8	64.1	7.0*	55.8	80.2	42.9	92.8
COc1ccc(-c2cnc3c(-c4cccc5nn(C)cc45)cnn3c2)cc1	102.2	97.2	94.8	116.5	100.0	114.2	/	96.4
OCCN1CCN(CCO)CC1	98.0&88.4&99.5	100.0&95.5&100.0	95.2&85.0&101.9	97.8&96.2&92.9	104.3&100.2&96.3	114.2&85.1&106.6	98.8&116.7&99.5	105.8&79.5&100.0
O=C(Nc1cccc(-n2cc(-c3ccncc3)c(-c3ccc(Cl)c(O)c3)n2)c1)c1ccccc1	67.5	60.5	3.6*	69.5	60.7	/	/	46.7
O=C1[C@@H]2Cc3c([nH]c4ccccc34)[C@@H](c3ccc(Cl)cc3)N2C(=O)CN1C1CCN(Cc2c(Cl)cccc2Cl)CC1	63.4	53.1	81.7	44.5	47.2	67.2	60.5	81.9
Cc1cc(=O)oc2cc(O)cc(OCc3ccccc3)c12	86.0	/	87.7	83.0	70.9	80.9	73.0	/
